Compound activity from PubChem.
pCIP destab = lowers stability of the mouse p/CIP coactivator protein; 290,000 tested, 0.01% active; Q05BA5; F442A p/CIP-EGFP cells, EGFP fluorescence, 16 h; decrease of EGFP signal, % at 10 µM;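 active = EGFP signal decrease of at least 30% at 10 µM or well 3 SD below plate mean, unless failing retest; inactive = the rest, including hits failing retest or dose response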; also: some compounds called inactive have numbers as strong as hits; many of its hits are not listed in these tables
IDE cell activ = boosts human insulin-degrading enzyme activity in HEK cells. activation, % at 5.96 µM. AID 493087. P14735. FAbeta-B cleavage, fluorescence polarization; 0% vehicle, 100% cell-free pure enzyme wells. 340,000 tested, 0.073% active;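 active = activation above the mean of all tested compounds plus 3 SD, set per screening campaign, cut at about 17% in these data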
Target sequence (P14735 whole entry, looked up): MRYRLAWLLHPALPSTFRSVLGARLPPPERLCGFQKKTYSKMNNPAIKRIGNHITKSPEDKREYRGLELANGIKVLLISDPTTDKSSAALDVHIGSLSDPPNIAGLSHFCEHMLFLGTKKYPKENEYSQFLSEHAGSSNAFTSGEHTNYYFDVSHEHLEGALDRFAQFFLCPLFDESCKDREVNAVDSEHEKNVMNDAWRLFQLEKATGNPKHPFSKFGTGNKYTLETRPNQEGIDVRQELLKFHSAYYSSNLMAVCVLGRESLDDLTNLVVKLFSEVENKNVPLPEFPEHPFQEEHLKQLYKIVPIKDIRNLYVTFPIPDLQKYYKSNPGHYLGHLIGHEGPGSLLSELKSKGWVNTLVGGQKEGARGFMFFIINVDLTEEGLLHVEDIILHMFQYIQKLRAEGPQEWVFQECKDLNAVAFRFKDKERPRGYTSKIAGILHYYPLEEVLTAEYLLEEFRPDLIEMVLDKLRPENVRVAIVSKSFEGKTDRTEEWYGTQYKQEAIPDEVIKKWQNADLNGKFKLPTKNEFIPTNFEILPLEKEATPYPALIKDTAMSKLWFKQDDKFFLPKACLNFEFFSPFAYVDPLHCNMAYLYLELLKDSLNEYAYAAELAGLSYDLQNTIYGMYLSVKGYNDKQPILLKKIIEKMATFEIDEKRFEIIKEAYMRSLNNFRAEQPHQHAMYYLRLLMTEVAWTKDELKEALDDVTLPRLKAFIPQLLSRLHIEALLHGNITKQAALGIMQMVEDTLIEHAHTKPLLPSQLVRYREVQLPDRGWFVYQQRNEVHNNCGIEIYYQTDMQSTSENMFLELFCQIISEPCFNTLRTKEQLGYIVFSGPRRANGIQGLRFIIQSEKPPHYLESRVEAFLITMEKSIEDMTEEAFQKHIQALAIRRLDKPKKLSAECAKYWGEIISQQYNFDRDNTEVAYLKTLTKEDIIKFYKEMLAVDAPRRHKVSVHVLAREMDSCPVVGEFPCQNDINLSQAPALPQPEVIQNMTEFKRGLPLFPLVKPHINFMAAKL
PfM18AAP inh = PfM18AAP enzyme inhibition. recombinant PfM18AAP, H-Glu-NHMec fluorogenic cleavage. inhibition, % at 7.35 µM. 290,000 tested, 1.2% active. AID 1822;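 active = inhibition above the campaign mean inhibition over all tested compounds plus 3 SD, cut at about 28% in these data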;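 also: 0% = plate median of test compound wells and 100% = 2 mM ZnCl2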
VIM-2 inhibitor = inhibitors of Pseudomonas aeruginosa VIM-2 metallo-beta-lactamase; purified VIM-2, nitrocefin hydrolysis, epi-absorbance fluorescence; inhibition, % at 5.6 µM; 290,000 tested, 0.89% active;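 active = inhibition above the mean of all tested compounds plus 3 SD, cutoff set per screening run, cut at about 7.5% in these data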;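 also: red hydrolysis product quenches plate fluorescence so inhibitors raise well fluorescence; 0% = enzyme with DMSO and 100% = DMSO without enzyme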
NALP1 inh = blocks the NALP1 inflammasome reconstituted in yeast. S. cerevisiae NALP1/ASC/caspase-1 growth, X-gal OD620, 72 h. inhibition, % at 10 µM. 280,000 tested, 0.61% active. AID 2071; in the data active = inhibition mostly above about 24%, no sharp cut-off; inactive = mostly below about 32%; also: some compounds called inactive have numbers as strong as hits
GPR7 antagonist = blocks human GPR7 receptor signaling | inhibition, % at 4.4 µM | GPR7-expressing cells, fluorescence antagonist assay | AID 1861 | P48145 | 290,000 tested, 1.1% active; in the data active = inhibition above about 16%, passing the limit was not always enough;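 also: cells stimulated with the agonist NPW; 0% = agonist with vehicle and 100% = vehicle without agonist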
IMP-1 inh = blocks Pseudomonas aeruginosa IMP-1 metallo-beta-lactamase | inhibition, % at 5.6 µM | 290,000 tested, 0.45% active | AID 1556 | purified IMP-1, nitrocefin hydrolysis, epi-absorbance fluorescence;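 active = inhibition above the mean plus 3 SD of all compounds in the same screening run, cut at about 4.5% in these data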;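 also: 0% = IMP-1 with DMSO and 100% = DMSO wells lacking enzyme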
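System: purified recombinant IMP-1 beta-lactamase. Medium: Zinc- and detergent-supplemented HEPES buffer, pH 7.1. Compound: one 5.6 µM dose […]. Schedule: 15 min preincubation plus 25 min reaction at 25 °C. Technique: Epi-absorbance fluorescence, 480 nm excitation, 530 nm emission.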
PHOSPHO1 inh = PHOSPHO1 (human) inhibition; recombinant PHOSPHO1, absorbance phosphatase assay; inhibition, % at 13.3 µM; 290,000 tested, 1.1% active; in the data active = inhibition above about 60%
IDE inh = cellular human IDE inhibition. HEK cells, FAbetaB cleavage, fluorescence polarization. P14735. inhibition, % at 5.59 µM. 320,000 tested, 0.41% active;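 active = percent inhibition above the average of all tested compounds plus 3 SD, set per screening campaign, cut at about 16% in these data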;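 also: IDE supplied by intact live HEK cells; FP after avidin binding of uncleaved biotin substrate so inhibition keeps polarization high; 0% = DMSO wells and 100% = 60 µM reference IDE inhibitor Ii1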
* = called active by the depositor; . = not tested or not shown. Rows are unselected. Share with any hit: about 5.3%.

SMILES	pCIP destab	IDE cell activ	PfM18AAP inh	VIM-2 inhibitor	NALP1 inh	GPR7 antagonist	IMP-1 inh	PHOSPHO1 inh	IDE inh
O=C(CSc1n[nH]c(-c2cccnc2)n1)Nc1ccc([N+](=O)[O-])cc1	-11.2	-2.8	-7.0	-0.3	18.4	-5.7	-2.4	31.0	-9.3
Cc1ccc(C(C)C)c(OCC(=O)Nc2ccc3c(c2)nc(CCN2CCCCC2)n3C)c1	-5.1	2.1	0.1	-2.4	12.3	8.0	-4.5	14.6	4.0
CCOC(=O)C(O)(CC(=O)Nc1ccc(Cl)cc1Cl)C(F)(F)F (stereo not drawn)	-0.6	5.0	2.2	-3.7	-0.5	3.5	-1.9	8.2	1.6
CC(C)C(=O)Nc1ccc(C(=O)NNC(=O)c2ccco2)cc1	3.5	6.2	1.4	1.0	-0.9	0.6	-1.3	-5.7	-6.1
CCCCOC(=O)c1ccc(NC(=O)c2nn(C)cc2Br)cc1	-3.1	6.5	-10.1	0.6	0.1	-9.8	-1.4	12.7	1.5
O=C(CN1CCN(Cc2cccc3ccccc23)CC1)NCCc1ccccc1	2.9	-4.1	-4.7	-0.1	26.6*	1.3	-3.6	5.8	7.7
O=C(Cn1ncc2c1-c1ccccc1OC2)N1CCN(Cc2ccccc2)CC1	-10.5	-1.4	1.4	-2.1	-8.5	-15.9	-1.4	28.1	-1.8
Cc1nn(-c2ccccc2)cc1/C=N/NS(=O)(=O)c1ccccc1	-6.7	-2.0	5.2	-2.9	28.4	-2.0	-1.6	4.9	6.5
COc1cccc(NC(=O)CN(C)CC(=O)Nc2ccccc2-c2ccccc2)c1	-7.3	1.1	6.4	-0.8	-15.1	-0.1	-1.7	52.7	-0.3
CCOc1ccccc1NC(=S)N1CCN(c2ccc(O)cc2)CC1	-6.9	2.2	29.6*	0.0	-14.3	8.9	-1.7	27.3	4.6
O=C(CCN1CCOCC1)Nc1ccc2c(c1)N(C(=O)CN1CCOCC1)c1ccccc1CC2	-1.9	1.9	9.2	-1.8	4.7	-0.8	-3.2	20.7	-4.2
CC1(C)CC(=O)C(C=NCC2CCN(C(=S)Nc3cccc(Cl)c3)CC2)=C(O)C1	-7.5	7.0	7.1	-1.7	1.5	-21.2	-2.9	22.6	0.0
Cc1cn2c(N)c(C=C3C=C(Cl)C(=O)C(Cl)=C3)c(=O)nc2s1	-45.1	-31.9	-5.7	-2.9	19.0	2.3	-4.5	39.4	.
CC(=O)c1cccc(NC(=O)C(CC(C)C)NC(=O)C2CCCCC2)c1 (stereo not drawn)	12.1	-0.7	-9.3	0.6	4.9	-14.6	-0.2	-5.1	3.2
COc1ccc(C(=O)Nc2sc(C(=O)N(C)C)c(C)c2C#N)cc1[N+](=O)[O-]	1.6	6.7	-2.9	-1.3	18.0	-3.4	-2.5	-22.6	-5.4
COc1ccccc1C1/C(=C(/O)c2ccc(C)cc2)C(=O)C(=O)N1CCN1CCOCC1 (stereo not drawn)	8.3	8.5	-9.2	-1.7	20.4	8.6	-2.0	-0.8	-2.8
Fc1ccccc1-c1n[nH]c(=S)n1C1CC1	-0.5	0.4	19.5	-1.1	-13.1	0.0	-2.8	-13.0	2.9
CC1Cc2ccccc2N1C(=S)NC(=O)c1ccco1 (stereo not drawn)	13.5	0.7	3.1	-1.6	-1.3	-12.5	-1.1	32.0	-5.6
O=C(Cn1nnc2ccccc2c1=O)NCc1ccco1	-1.4	7.7	-2.9	-3.7	11.4	-5.1	-2.5	15.6	-0.5
Clc1cc(Cl)c(OCCCCn2cncn2)c(Cl)c1	2.9	-0.9	5.7	-1.3	25.0	-9.7	0.4	.	1.3
O=C1CC(c2ccc(F)cc2)Cc2nc(NCc3ccco3)ncc21 (stereo not drawn)	-0.6	5.3	-10.4	-4.2	-12.6	0.5	-1.3	-9.6	6.6
O=c1cc([O-])[n+]2c3n1CCCN3CCC2	-5.3	4.5	-4.6	-1.4	32.9	-1.6	-0.7	15.8	-8.5
O=C1N=c2ccccc2=C1c1sc(NS(=O)(=O)c2ccccc2)nc1O	15.3	-2.7	1.5	-2.4	-8.1	-4.2	-1.2	-20.9	0.4
COC(=O)c1ccc(/C=N/Nc2nc(-c3ccc(C)cc3)cs2)cc1	-2.4	2.4	-4.2	-2.5	23.0	-10.8	-1.6	0.8	1.8
C=CCOC(=O)C1=C[C@H](c2ccc(C(F)(F)F)cc2)[C@@H](CCCO)[C@H](OCC)O1	-17.0	1.8	6.7	1.0	7.8	2.8	-0.7	7.8	0.9

The list continues.
SMILES	pCIP destab	IDE cell activ	PfM18AAP inh	VIM-2 inhibitor	NALP1 inh	GPR7 antagonist	IMP-1 inh	PHOSPHO1 inh	IDE inh
COc1cccc(CNC(=O)CCCc2nnc3n(C)c(=O)c4sccc4n23)c1	-10.1	1.6	-3.8	0.2	6.8	-11.2	-1.9	-19.6	-3.9
CCc1nc(NCC(C)C)c(C#N)c2c1COC(C)(C)C2	3.3	-2.6	2.6	-1.0	3.1	-6.0	1.1	7.2	-7.2
CN(C(=O)CCS(=O)(=O)c1cc2c(cc1Cl)NC(=O)CO2)C1CCCCC1	-9.3	-2.8	4.4	-3.0	13.9	-3.3	-4.6	22.8	4.0
CC(C)(C)c1ccc(-n2ncc3c2CCCC3NC(=O)CN2CCCCC2=O)cc1 (stereo not drawn)	-10.9	3.4	1.6	-4.9	-8.9	-7.2	-3.5	18.5	8.2
Cc1cccc(Cn2c(SCCN3CCOCC3)nc3c2c(=O)n(C)c(=O)n3C)c1	-1.0	-5.4	-3.5	1.4	.	0.6	-1.1	22.1	0.5
O=C(CN1C(=O)c2cccc3cccc1c23)N1CCN(c2ccccc2)CC1	3.8	0.7	2.9	0.2	27.6	-9.7	-3.4	7.0	12.2
CCn1c(SCC(=O)N/N=C/c2c[nH]c3ccccc23)nnc1-c1ccc(C)cc1	-3.1	1.8	0.9	-0.9	-2.2	-7.8	-2.7	-7.7	3.5
CN(C)c1ccc(C=C2C(=O)OC3(CCCC3)OC2=O)cc1	-13.3	4.8	1.7	-1.7	2.0	-9.8	-2.0	19.9	0.7
CN(CCOc1ccc(Br)cc1)CC(O)COc1ccc(C#N)cc1 (stereo not drawn)	-14.6	1.0	3.9	-1.6	32.4	15.9	-0.9	-8.7	3.2
COc1cc(CN2CCC(C(=O)NC3CCCC3)CC2)cc(Br)c1O	-6.3	4.2	3.8	-0.5	22.1	-0.5	0.2	12.6	-1.3
O=C(CSC1=NNC(c2ccccn2)S1)Nc1ccccc1 (stereo not drawn)	-7.8	-3.3	-6.8	-4.5	.	-10.3	-2.8	-116.2	24.9*
CCOC(=O)c1nc2nc(-c3cccs3)cc(C(F)(F)F)n2n1	-1.4	2.6	-9.5	-1.5	30.7	-9.4	-1.0	-12.9	3.4
Cc1ccc(CCC(=O)Nc2ncc(Cc3cc(Cl)ccc3Cl)s2)o1	2.7	3.5	-7.4	-3.9	29.0	-6.3	-0.1	-8.9	0.1
Cc1coc2c1c(C)cc1oc(=O)c(CC(=O)N[C@@H](CC(C)C)C(=O)O)c(C)c12	8.0	1.1	-3.4	-0.5	14.2	-2.4	-3.5	13.4	1.1
O=C(Oc1ccc2ccccc2c1Cl)N1CCCCCC1	10.3	7.7	-1.7	0.7	23.0	8.6	0.2	15.8	-3.6
CCOC(=O)N1C(=O)[C@@](c2ccc(Cl)cc2)(C(C)C)N1C(=O)OCC	-11.7	4.5	-3.1	0.5	18.7	9.6	-1.3	-88.3	-1.5
COC(=O)c1ccc(NC(=O)COC(=O)c2cccc3c(=O)c(C)c(-c4ccccc4)oc23)cc1	-5.2	1.1	1.1	2.2	27.9	-8.1	-3.0	-1.8	-0.8
O=C1OCc2cc(NC(=O)C3CCCCC3)ccc21	4.2	2.4	1.3	0.2	5.2	-4.7	-7.6	-34.4	-12.0
CCOc1cc(Br)cc(C(c2c(C(=O)O)[nH]c3ccccc23)c2c(C(=O)O)[nH]c3ccccc23)c1O	-1.4	-0.3	7.6	-2.4	2.4	-7.0	-2.9	13.9	2.2
COc1ccc(C(C(=O)NC2CCCC2)N(CCN(C)C)C(=O)c2snc(C(N)=O)c2N)cc1 (stereo not drawn)	-6.0	6.0	6.8	-2.7	12.0	-8.0	-3.7	19.2	12.2
OC(C#CCN1CCCCCC1)(c1ccccc1)c1cccnc1 (stereo not drawn)	-6.0	4.3	-3.5	-1.5	6.9	-7.7	-1.5	27.3	2.2
[O-]c1n[n+](-c2ccc(Cl)cc2Cl)cc2ccccc12	-5.8	2.9	9.2	0.1	18.9	-9.5	-4.4	43.1	4.2
Cc1ccc(NC(=O)/C(C#N)=C/c2ccc(Sc3nc(C)cc(C)n3)o2)cc1	-21.3	-0.9	7.9	-3.3	22.6	-8.9	-2.9	10.1	-2.1
O=C(C1CCC(CNc2nc(=S)[nH]c3ccccc23)CC1)N1CCN(c2ccccn2)CC1 (stereo not drawn)	-6.3	1.3	4.6	-1.0	18.4	-7.4	-1.5	47.1	1.7
C=CCSc1nnc(-c2ccncc2)n1-c1ccc(OCC)cc1	4.5	0.6	-0.1	-6.0	27.4	-6.0	-1.8	-10.3	-2.0

Next part
SMILES	pCIP destab	IDE cell activ	PfM18AAP inh	VIM-2 inhibitor	NALP1 inh	GPR7 antagonist	IMP-1 inh	PHOSPHO1 inh	IDE inh
N=c1sccn1CC(=O)Nc1ccccc1Sc1ccccc1	-7.8	4.5	-3.9	-4.3	-1.1	8.7	-3.4	44.0	-1.9
C=CCN(CC=C)S(=O)(=O)c1ccc2nsnc2c1	-9.4	3.1	2.7	-4.1	8.9	6.1	-2.9	-41.5	2.0
COc1ccccc1NC(=O)CCS(=O)(=O)c1ccc2c(c1)NC(=O)C(C)S2 (stereo not drawn)	-17.9	1.9	22.6	-2.6	-22.7	-2.4	-3.3	26.6	4.2
Cn1cnnc1SCC(=O)Nc1ccc2c(c1)CCC2	-11.2	1.4	-11.2	-2.1	15.1	-10.7	-3.2	33.0	2.3
CCC(=O)N1CCN=C1SCc1cccc(F)c1	-12.3	2.3	3.4	-1.2	5.4	-6.1	-2.9	31.3	-0.1
CC(=O)OCC1O[C@@H](O[C@@H]2C[C@H]3C(C)(C)[C@H](OC(C)=O)CC[C@]3(C)[C@H]3CC[C@]45C[C@]4(CC[C@H]5[C@@H](C)C[C@@H](O)[C@H](O)C(C)(C)O)[C@@]32C)[C@H](O)[C@@H](O)[C@@H]1O (stereo partly drawn)	-1.2	.	9.8	-0.6	1.0	10.2	0.9	6.0	-23.4
CCC/C(=N\NC(=O)c1ccc(CSc2nncn2C)cc1)c1ccccc1	-0.5	0.7	4.9	-2.2	4.9	-11.7	-2.7	5.6	-4.0
COc1ccccc1C(=O)NC(C)c1nc2ccccc2[nH]1 (stereo not drawn)	1.3	7.1	3.0	-1.8	10.1	-10.4	-6.2	-2.3	-3.9

Full records as entered above:
COC(=O)c1ccc(/C=N/Nc2nc(-c3ccc(C)cc3)cs2)cc1 is listed with pCIP destab = -2.4; IDE cell activ = 2.4; PfM18AAP inh = -4.2; VIM-2 inhibitor = -2.5; NALP1 inh = 23.0; GPR7 antagonist = -10.8; IMP-1 inh = -1.6; PHOSPHO1 inh = 0.8; IDE inh = 1.8
COc1cc(CN2CCC(C(=O)NC3CCCC3)CC2)cc(Br)c1O is listed with pCIP destab = -6.3; IDE cell activ = 4.2; PfM18AAP inh = 3.8; VIM-2 inhibitor = -0.5; NALP1 inh = 22.1; GPR7 antagonist = -0.5; IMP-1 inh = 0.2; PHOSPHO1 inh = 12.6; IDE inh = -1.3
